# Glioma ERSR ind = ER stress response induction in glioma; hit rate 0.02% among 420,000; U87-MG GRP78 promoter luciferase reporter, 16 h; AID 602332; Potency, µM, without a hit: at the top dose activation, most hits filed as activators; further: potency means the concentration at half of the fitted maximal effect; series mostly up to about 76 µM; % of control where 0% means no effect; nearly all actives have a fitted effect of over 35% in size
#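 ERSR induction read as luciferase luminescence (Bright-Glo, 10 min at room temperature) in stably transfected human U87-MG glioma cells exposed to compounds for 16 h, using GRP78 as sensor.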
# LDHA inh = LDHA (human) enzyme inhibition | AID 1347041 | purified LDHA, NADH/diaphorase-resazurin fluorescence; stronger effect = lower value | P00338 | hit rate 0.15% among 480,000 | activity change, % (values are at about 110 or 230 µM); in the data active means activity change below about -30%; inconclusive means mostly about -25% to -30%;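 further: plate controls were DMSO wells for no effect and wells without enzyme for full effect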
#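 Resorufin fluorescence (ex540/em590), read at 0 and 20 min after diaphorase/resazurin addition, reports the NADH left after a 5 min room-temperature reaction of 2 nM human LDH5 with 0.06 mM NADH and 0.2 mM pyruvate.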
# POLI inh = DNA polymerase iota (human) inhibition; Q9UNA4; Pol iota fluorescent replication assay, 10 min; Potency, µM (series often up to 115 µM), without a hit: at the highest dose activity, negative = inhibition, usual class: inhibitors; hit rate 1% among 390,000; AID 588590; further: potency means the concentration at half of the fitted maximal effect
# Target sequence (Q9UNA4 whole entry, looked up): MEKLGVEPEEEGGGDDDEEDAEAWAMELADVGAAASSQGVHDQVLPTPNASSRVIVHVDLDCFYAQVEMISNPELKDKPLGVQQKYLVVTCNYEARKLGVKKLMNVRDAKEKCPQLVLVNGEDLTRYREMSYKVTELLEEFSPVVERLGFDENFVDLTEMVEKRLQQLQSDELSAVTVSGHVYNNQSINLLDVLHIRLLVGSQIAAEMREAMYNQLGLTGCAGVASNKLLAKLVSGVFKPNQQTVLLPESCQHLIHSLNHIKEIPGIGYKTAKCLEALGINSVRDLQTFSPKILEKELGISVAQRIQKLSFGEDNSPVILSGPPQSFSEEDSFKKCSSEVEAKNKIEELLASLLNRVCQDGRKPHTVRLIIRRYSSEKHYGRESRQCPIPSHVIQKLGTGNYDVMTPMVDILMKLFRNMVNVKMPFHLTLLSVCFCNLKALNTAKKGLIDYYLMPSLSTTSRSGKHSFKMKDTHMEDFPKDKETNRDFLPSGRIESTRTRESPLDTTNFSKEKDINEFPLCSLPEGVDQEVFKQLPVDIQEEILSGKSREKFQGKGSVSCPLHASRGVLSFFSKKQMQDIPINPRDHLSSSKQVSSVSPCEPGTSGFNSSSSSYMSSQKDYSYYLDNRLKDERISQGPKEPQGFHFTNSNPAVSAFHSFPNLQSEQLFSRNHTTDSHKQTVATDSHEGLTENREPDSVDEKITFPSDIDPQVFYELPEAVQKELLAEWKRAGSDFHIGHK
#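 Pol iota at 10 nM preincubated 15 min with compounds at room temperature; reaction started with fluorescent substrate, 50 nM final. Fluorescence read kinetically at 0 and 10 min; buffer-only wells as negative control.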
# Apoferritin bind = candidate novel general anesthetic via apoferritin binding; apoferritin/1-aminoanthracene competitive binding, fluorescence; Potency, µM (series often up to 77.5 µM), without a hit: at the top dose activity change, negative = displacement, actives largely listed as inhibitors; hit rate 0.074% among 350,000; P02791; AID 485281; further: potency means the concentration at half of the fitted maximal effect; on the % scale 0 is the no-effect control and ±100 the full control effect; nearly all actives have a fitted effect of over 20% in size
#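 Apoferritin-based anesthetic binding model; compound displacement of fluorescent 1-AMA measured as endpoint fluorescence after 10 minutes at room temperature, scaled to free-ligand and complex controls.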
# BLM inh = Bloom syndrome helicase (human) inhibition | P54132 | recombinant BLM DNA unwinding, fluorescence dequenching | Potency, µM (highest dose often 56.1 µM), for inactives: at the top dose activity change, negative = inhibition, actives largely listed as inhibitors | hit rate 0.2% among 350,000 | AID 2528;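 further: potency means the concentration at half of the fitted maximal effect; plate controls were vehicle for no effect and no enzyme for full effect; nearly all actives have a fitted effect of over 35% in size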
# APEX1 inh = inhibitors of human APE1 endonuclease. P27695. recombinant APE1, TAMRA/BHQ-2 abasic DNA cleavage fluorescence. Potency, µM (highest dose often 65.8 µM), inactives show at the highest dose activity change, negative = inhibition, most hits filed as inhibitors. hit rate 0.35% among 350,000. AID 2517;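 further: potency means the concentration at half of the fitted maximal effect; plate controls were vehicle for no effect and reference inhibitor for full effect; nearly all actives have a fitted effect of over 55% in size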
# Target sequence (P27695 whole entry, looked up): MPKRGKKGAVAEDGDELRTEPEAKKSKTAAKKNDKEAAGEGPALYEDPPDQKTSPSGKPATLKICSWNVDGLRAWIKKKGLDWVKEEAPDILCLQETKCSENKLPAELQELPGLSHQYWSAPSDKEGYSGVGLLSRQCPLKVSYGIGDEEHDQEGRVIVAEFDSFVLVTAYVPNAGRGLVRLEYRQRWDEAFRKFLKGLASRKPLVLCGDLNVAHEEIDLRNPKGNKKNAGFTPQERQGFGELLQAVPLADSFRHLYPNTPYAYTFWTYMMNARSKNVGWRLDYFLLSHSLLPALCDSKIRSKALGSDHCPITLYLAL
#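 Activity was derived from the fluorescence gain between first and third kinetic reads (60 s intervals, ex 525/em 598 nm) after 50 nM THF-abasic TAMRA/BHQ-2 duplex was added to 0.75 nM APE1 preincubated 15 min with compound.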
# POLK inh = inhibitors of human DNA polymerase kappa | Q9UBT6 | purified Pol kappa, fluorescent DNA synthesis assay, 10 min | Potency, µM (series often up to 107 µM), without a hit: top-dose activity, negative = inhibition, hits mostly inhibitors | hit rate 0.53% among 400,000 | AID 588579; further: potency means the concentration at half of the fitted maximal effect; on the % scale 0 is the no-effect control and ±100 the full control effect
#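 Fluorescent qHTS in 1536-well format: enzyme (10 nM) and compound sat 15 min at room temperature before 50 nM substrate (final) was added. Signal taken at 0 and 10 min; no-enzyme buffer wells were negative controls.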
# POLB inh = inhibitors of human DNA polymerase beta | P06746 | Pol beta primer extension/strand displacement, fluorescence kinetic | Potency, µM (titrated, usually from 114 µM), for the others: at the top dose activity change, negative = inhibition, most hits filed as inhibitors | hit rate 1.3% among 340,000; further: potency means the concentration at half of the fitted maximal effect; on the % scale 0 is the no-effect control and ±100 the full control effect
#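 Values derive from four-parameter Hill fits of normalized kinetic data: reads at 0 and 10 min following addition of 50 nM substrate to 10 nM Pol beta preincubated 15 min with compound.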
# POLH inh = DNA polymerase eta (human) inhibition; recombinant Pol eta, fluorescent DNA replication assay; AID 588591; Potency, µM (series often up to 114 µM), for the others: at the highest dose activity change, negative = inhibition, usual class: inhibitors; hit rate 1.2% among 390,000; further: potency means the concentration at half of the fitted maximal effect; on the % scale 0 is the no-effect control and ±100 the full control effect
#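 Pol eta at 10 nM preincubated with compounds 15 min at room temperature; reaction started with fluorescent substrate (50 nM final) and read kinetically at 0 and 10 min.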
# * = called active by the depositor; ? = inconclusive; . = no result given; & = joins results of further samples; [ ] = remark or other dose. Unless noted, the call rests on the fitted dose curve; in most records, active means well fitted curve in the direction sought with a large enough effect; inconclusive means small, poorly fitted or top-dose-only effect, or another doubt; inactive means no such curve, though single readings can be large; an effect the other way counts as inactive or inconclusive. Some of the compounds tested; the hit share may differ from the screen's.
compound | Glioma ERSR ind | LDHA inh | POLI inh | Apoferritin bind | BLM inh | APEX1 inh | POLK inh | POLB inh | POLH inh
O=C(NCCCn1ccnc1)C1CC2CCC1C2 (stereo unspecified) | -6% | -3 | 25% | 2% | -6% | 0% | -17% | -2% | -3%
Cc1cnc(NC(=O)CSc2nnc(N)s2)s1 | 3% | -7 | 66%[activator] | 0% | -13% | 2% | -10% | ? | -9%
Cc1ccc(-c2nn(-c3ccccc3)cc2CN(C)C(=O)CCC(=O)O)cc1C | -2% | -6 | -7% | -7% | -3% | -1% | -5% | 6% | -11%
O=c1[nH]nc(Cc2ccc(-c3cccc(Cl)c3)o2)c2ccccc12 | -6% | 5 | 1% | -1% | -5% | 15% | -6% | 3% | 2%
COCCNC(=O)CN(C(=O)CCC(=O)Nc1ccccn1)c1cc(C)ccc1C | 0% | -6 | 13% | -15% | -5% | 11% | -2% | -1% | 9%
COc1ccc(-c2c(-c3ccccc3OC)sc3ccccc23)cc1OC | -4% | 0 | 13% | 54%[activator] | -9% | 22% | -7% | -7% | -8%
Cc1ccc(C(=O)Nc2ccccn2)cc1S(=O)(=O)N1CCOCC1 | 2% | -4 | 18% | . | . | 2% | -9% | . | -7%
CC(C)[C@@H]1NC(=O)c2cc([N+](=O)[O-])cc(I)c2NCC[C@@H](C(N)=O)NC(=O)[C@H](CO)NC1=O | . | . | . | -3% | 2% | -1% | . | 0% | .
COc1ccc2nc(SCC(=O)N(C)CC(=O)Nc3ccc(F)cc3)[nH]c2c1 | 2% | -5 | 27% | . | . | 9% | -3% | . | -24%
O=C(O)CSc1nnc(CSc2nc3ccccc3s2)n1-c1ccccc1 | -1% | -11 | 21% | -4% | -5% | ? | 3% | -4% | -13%
CCOC(=O)C1=C(COC(=O)c2ccc(Cl)cc2[N+](=O)[O-])NC(=O)NC1C (stereo unspecified) | 2% | -2 | -2% | . | . | -18% | 6% | . | 0%
CC1CCN(CCc2nc3cc(NC(=O)Nc4ccccc4)ccc3n2C)CC1 | 0% | -2 | 8% | -9% | -10% | -2% | -5% | 7% | -7%
Cc1cccc2cc(CN(Cc3cccnc3)C(=O)c3ccncc3)c(=O)[nH]c12 | -1% | -15 | 11% | -6% | 0% | -2% | -6% | 1% | -7%
N#CCSc1nc2ccccc2c(=O)n1C1CCCCC1 | -9% | -10 | 159%[activator] | 2% | -6% | -2% | -4% | 4% | -17%
NC(=O)C1=C[C@@H](c2csc3ccccc23)C[C@@H](OCCCCO)O1 | -3% | 1 | 31%[activator] | -11% | -4% | 28% | -11% | 3% | -1%
CCOc1ccccc1C1C(C#N)=C(N)Oc2cc(N)ccc21 (stereo unspecified) | -4% | -1 | 10% | 152%[activator] | -13% | 17% | -5% | 23% | -3%
C/C(=N/Nc1nc(-c2ccccc2)c(CC(=O)O)s1)c1ccccc1 | 5% | -2 | ? | 4% | -8% | -5% | -1% | -3% | -8%
CN(C)CCn1c(=N)n(CC(O)c2ccc(Cl)c(Cl)c2)c2ccccc21 (stereo unspecified) | -7% | 1 | 13% | -11% | -5% | 17% | -13% | 34%[activator] | -1%
Cc1nn(C)cc1S(=O)(=O)Nc1ncccn1 | -1% | -8 | -8% | -4% | -13% | 2% | -11% | 9% | -6%
Cc1ccc2c(c1)-c1ncc(C(=O)c3cc(Br)ccc3O)cc1CO2 | -4% | -8 | 0% | 0%&-11% | -13%&-9% | -2% | -2% | 17%&-25% | -26%
O=C(COc1ccc(OCc2ccccc2)cc1)NN=C1CCCC1 | -2% | -3 | 49%[activator] | ? | -10% | 2% | -9% | 1% | -11%
O=C(Nc1cc(Cl)ccc1N1CCOCC1)c1ccc2c(c1)OCCO2 | -3% | -4 | 26% | -7% | -3% | -11% | -12% | 21% | -29%
COc1cccc2sc(=NC(=O)CCS(=O)(=O)c3ccc(C)cc3)n(C)c12 | -3% | -9 | 21% | . | . | -16% | -9% | . | 1%
Cc1ccc(S(=O)(=O)n2nc(-c3ccccc3)nc2NCc2ccc(Cl)cc2)cc1 | -2% | -2 | 15% | -12% | -12% | . | -6% | -8% | -11%
CC1(C)Cc2cccc(OCC(=O)N3CCN(S(=O)(=O)c4ccccc4F)CC3)c2O1 | -1% | -6 | -4% | -5% | -11% | -3% | -5% | -4% | 8%
CCOC(=O)c1ccc(Nc2c(-c3ccc(O)cc3)nc3nc[nH]n23)cc1 | 2% | 5 | 7% | -12% | -5% | . | -4%[60.1 µM] | -10% | -10%
O=C(CN1CCN(c2nc(-c3ccc(Cl)cc3)cs2)CC1)NCc1ccco1 | -2% | 5 | -5% | -16% | -3% | 0% | -31% | -8% | -10%
O=C1C2C3C=CC(CC3)C2C(=O)N1c1ccc(Br)cc1[N+](=O)[O-] (stereo unspecified) | -7% | -9 | -11% | 5% | -2% | 24% | -1% | 30% | -8%
C/C=C/C(=O)N1CC2(CC(c3cccc(NC(=O)/C(C)=C/C)c3)=NO2)C[C@H]1C(N)=O (stereo partly specified) | -4% | -7 | ? | 5% | -3% | 0% | 1% | 2% | -11%
C#CCOCCOCCOCCNc1nc(N2CCN(C(=O)Cn3cc(CCCN=C(N)N)nn3)CC2)nc(N2CCN(C(=O)[C@H](C(C)C)n3cc(CCO)nn3)CC2)n1 | -1% | 0 | ? | -5% | 4% | 2% | -11% | -7% | -11%
Cc1ccc(Sc2ccc(CN3CCCC3)cc2[N+](=O)[O-])cc1 | 0% | -15 | -1% | -23% | 1% | 2% | -19% | 13% | -15%
COCCn1c(C)cc(O)c(C(c2ccccc2Cl)N2CCCCC2)c1=O (stereo unspecified) | -3% | 1 | 3% | 0% | 0% | . | -3%[60.1 µM] | -6% | -12%
O=C(COC(=O)c1ccccc1-n1cnnn1)c1ccc(Br)cc1 | -1% | -4 | 13% | . | . | -9% | -2% | . | -5%
O=C1C2=C(C(=O)c3ccccc31)C1O[C@](CCCCN3C(=O)c4ccccc4C3=O)(Cc3c1ccc1ccccc31)O2 | . | . | . | -14%[15.3 µM] | -6%[12.4 µM] | ? | . | ? | .
O=C(NC12CCC(O)C(SC1)/C2=N/O)c1ccccc1 (stereo unspecified) | -5% | -14 | 80% | -4% | -1% | 2% | -16% | 5% | -11%
O=C(/C=C/c1ccco1)OCn1nnc2ccccc2c1=O | -7% | -6 | 29% | -12% | -25% | ? | -4% | 20µM* | -5%
Cc1ccccc1C(=O)NC1CCN(Cc2nnnn2C(C)(C)C)CC1 | -5% | -2 | 28% | -2% | -3% | -2% | 3% | -21% | -17%
O=C1Nc2cc(S(=O)(=O)N3CCCC3)ccc2N2CCCC12 (stereo unspecified) | -3% | -2 | ? | -14% | -2% | -1% | 1% | -2% | -12%
COc1ccc(NC(=O)C2CC(c3ccc(OC)c(OC)c3)=NO2)cc1OC (stereo unspecified) | -7% | 4 | 40%[activator] | -13% | -9% | 0% | -9% | 8% | -10%
Cc1cc(N2CCN(c3nc4ccccc4s3)CC2)n2ncnc2n1 | -1% | 4 | ? | -9% | 1% | 12% | -15% | 32% | -2%
COCCCNc1oc(/C=C/c2cc(OC)c(OC)c(OC)c2)nc1C#N | -3% | -2&-2 | 3% | 835%[activator] | -1% | . | 1% | -1% | -8%
Cc1nnc(SCC(=O)N(Cc2ccccc2)C(C)C)n1-c1ccccc1 | 3% | -5 | 3% | -11% | -2% | 9% | -13% | 4% | -11%
Cc1ccc(N/C=C(\[N+](=O)[O-])S(=O)(=O)c2ccccc2)cc1 | 3% | -7 | 77%[activator] | -2% | -2% | -4% | 8% | 0% | -15%
COc1cc(C(=O)Nc2nccs2)c(Br)c(OC)c1OC | -4% | -5 | 8% | 198%[activator] | 2% | 2% | -12% | -3% | -9%
COc1ccc(S(=O)(=O)N2CCN(S(=O)(=O)c3ccc4c(c3)OCCO4)CC2)cc1C | -2%&-3% | -5&-1 | -6%&54% | 7% | -7% | -7% | -11%&0% | 3% | -7%
Cc1ccc(C)c(NC(=S)NCCc2ccc(S(N)(=O)=O)cc2)c1 | -2% | -11 | 21% | . | . | . | -1% | . | 2%
O=c1c2ccccc2nnn1Cc1cccc2ccccc12 | 1% | -1 | 3% | ? | -11% | -6% | -14%[60.1 µM] | 0% | -1%
Cc1ccn2c(=O)nc(SCC(=O)NCc3ccc4c(c3)OCO4)nc2c1 | -2% | 3 | 45µM* | . | . | -40% | -30% | . | ?

# Part of the list above, showing only POLI inh and POLK inh.
SMILES	POLI inh	POLK inh
O=C1Nc2cc(S(=O)(=O)N3CCCC3)ccc2N2CCCC12 (stereo unspecified)	?	1%
COc1ccc(NC(=O)C2CC(c3ccc(OC)c(OC)c3)=NO2)cc1OC (stereo unspecified)	40%[activator]	-9%

# Next part:
compound | Glioma ERSR ind | LDHA inh | POLI inh | Apoferritin bind | BLM inh | APEX1 inh | POLK inh | POLB inh | POLH inh
CC1(C)Cc2nc(-c3ccccc3)nc(SCC(O)CO)c2CO1 (stereo unspecified) | -4% | -5 | -17% | -9% | -6% | ? | -20% | 4% | -10%
Cc1c(NC(=O)c2ccc3c4c(cccc24)CC3)c(=O)n(-c2ccccc2)n1C | -5% | 0 | 5% | -8% | -2% | -8% | -10% | 19% | -3%
Cc1ccc(C)c(NC(=O)CN(C)C(=O)/C=C/c2ccco2)c1 | -5% | -1 | 103%[activator] | -3% | -1% | 11% | 3% | -5% | -15%
CCOC(=O)C1CCCN(c2c(C(=O)c3ccc(OCC)cc3)cnc3ccccc23)C1 (stereo unspecified) | -7% | -4 | -7% | 15% | -4% | . | -12% | -2% | -13%
COc1cc(OC)c(C2C(C#N)=C(N)OC3=C2C(=O)CC(C)C3)cc1OC (stereo unspecified) | -3% | 15 | 5% | -8% | -2% | 2% | -10% | 0% | 1%
O=C(CC1SC(N2CCOCC2)=NC1=O)Nc1ccccc1Cl (stereo unspecified) | -7% | -8 | 19% | . | . | 28% | -5% | . | -5%
Cc1cc2cc(CCNC(=O)CC(C)(C)C)c(=O)[nH]c2cc1C | -2% | 1 | 11% | -15% | 2% | -2% | 9% | 0% | -15%
CC1=NN(c2ccccc2)C(=O)/C1=C/c1ccc(-c2ccc(C)c(C(=O)O)c2)o1 | -1% | -2 | ? | . | . | . | -15% | . | 25µM*
CN(C)S(=O)(=O)c1cccc(NC(=S)Nc2cc(Cl)cc(Cl)c2)c1 | -6% | 2 | -2% | ? | -4% | 17% | -5% | 13% | -18%
